# LMPTP block = LMPTP phosphatase inhibitors, primary screen, biochemical, fluorescence intensity, uHTS; recombinant LMPTP-A, OMFP fluorogenic substrate; inhibition, % at 20 µM; hit rate 0.22% among 360,000; AID 651560, 2012;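 active = compounds that cut the enzyme signal by at least half of the control window in the single-dose screen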;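 also: plate controls were DMSO wells with enzyme plus substrate for no effect and substrate without enzyme for full effect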
#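 Test system – LMPTP-A enzyme · Amount – LMPTP-A at 0.625 nM final in the reaction · Buffer or medium – Bis-Tris pH 6.0, DTT, detergent · Reagent – OMFP 400 µM · Doses – single 20 µM dose · Schedule – reaction 50 min, room temperature, dark · Detection – fluorescence intensity of OMFP turnover product · Evaluation – percent inhibition versus substrate-only and uninhibited controls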
# DNMT1 block = human DNMT1 methyltransferase inhibitors, primary screen, biochemical, molecular beacon, fluorescence, HinP1I cleavage, uHTS; DNA (cytosine-5)-methyltransferase 1 (Homo sapiens), P26358; inhibition (reported as % activation of signal), % at 10 µM; hit rate 0.83% among 360,000; AID 588458, 2011; in the data active = inhibition above about 50%
# STEP inh = STEP phosphatase inhibitors, primary screen, biochemical, fluorescence intensity, uHTS; inhibition, % at 20 µM; recombinant STEP, OMFP fluorogenic substrate; Tyrosine-protein phosphatase non-receptor type 5 (Homo sapiens), P54829; AID 588621, 2011; hit rate 0.25% among 360,000;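 active = inhibition at 20 µM, scaled per plate between control wells, above about 37%, limit read from the data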;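 also: 0% = DMSO with enzyme and substrate and 100% = substrate only without enzyme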
#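 Measure: Control-normalized % inhibition with plate pattern correction | Test system: STEP phosphatase, cell-free reaction | Medium: pH 6.0 Bis-Tris with DTT and Tween 20 | Technique: Fluorescence, 480/540 nm | Times: Reaction 20 min, ambient temperature | Doses: Single compound dose of 20 µM, 1% DMSO final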
# NRP1-CendR mod = modulators of CendR peptide binding to NRP-1, primary screen, biochemical, fluorescence polarization, uHTS; inhibition, % at 25 µM; hit rate 0.85% among 360,000; FAM-RPARPAR peptide binding to NRP-1; Neuropilin-1 (Homo sapiens), O14786;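 active = inhibition or corrected inhibition above about 18%, plus a signal ratio from 0.5 to 1.5, limit read from the data, passing the limit was not always enough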; also: strong numbers were not always called active
# Target sequence (O14786 whole entry, looked up): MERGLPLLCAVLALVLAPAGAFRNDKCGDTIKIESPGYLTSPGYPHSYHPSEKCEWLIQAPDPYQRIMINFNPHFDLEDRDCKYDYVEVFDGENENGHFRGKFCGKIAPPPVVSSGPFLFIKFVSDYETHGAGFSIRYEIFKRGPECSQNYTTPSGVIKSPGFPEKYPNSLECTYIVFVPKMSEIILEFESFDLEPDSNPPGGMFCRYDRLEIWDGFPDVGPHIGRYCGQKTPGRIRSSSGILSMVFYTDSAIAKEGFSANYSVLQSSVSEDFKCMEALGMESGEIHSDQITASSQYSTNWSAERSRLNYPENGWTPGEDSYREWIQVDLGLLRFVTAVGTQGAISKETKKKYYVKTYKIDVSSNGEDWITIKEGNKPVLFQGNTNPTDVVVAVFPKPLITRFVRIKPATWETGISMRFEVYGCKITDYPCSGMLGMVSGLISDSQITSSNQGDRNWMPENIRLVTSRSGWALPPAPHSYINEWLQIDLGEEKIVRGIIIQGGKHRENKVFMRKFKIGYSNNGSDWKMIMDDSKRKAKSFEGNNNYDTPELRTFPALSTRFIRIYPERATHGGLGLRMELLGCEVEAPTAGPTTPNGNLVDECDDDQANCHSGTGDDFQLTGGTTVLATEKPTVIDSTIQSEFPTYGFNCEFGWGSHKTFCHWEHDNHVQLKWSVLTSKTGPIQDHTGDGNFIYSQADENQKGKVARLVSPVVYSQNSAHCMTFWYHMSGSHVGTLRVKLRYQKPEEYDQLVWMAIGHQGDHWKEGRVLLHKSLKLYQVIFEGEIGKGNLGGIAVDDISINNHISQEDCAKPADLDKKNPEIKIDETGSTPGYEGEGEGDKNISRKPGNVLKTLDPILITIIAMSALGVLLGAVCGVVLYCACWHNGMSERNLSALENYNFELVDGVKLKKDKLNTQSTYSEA
# Scp1 inh = Scp-1 phosphatase inhibitors, primary screen, biochemical, colorimetric, uHTS | Carboxy-terminal domain RNA polymerase II polypeptide A small phosphatase 1 (Homo … | Recombinant Scp1, phosphopeptide, malachite green phosphate absorbance | inhibition, % at 20 µM | hit rate 0.88% among 340,000;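 active = inhibition above about 50% at 20 µM, limit read from the data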;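 also: plate controls were DMSO wells with enzyme for no effect and wells lacking enzyme for full effect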
#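 Test system: SCP-1 catalytic domain; Buffer or medium: Acidic Tris acetate buffer with magnesium and detergent; Also added: Phosphorylated 17-residue peptide substrate; Compound: single 20 µM dose, 1% DMSO; Schedule: enzyme reaction 45 min at room temperature, colour 5 min, stabilisation 30 min; Signal: Phosphate-binding colour reagent, absorbance read at 630 nm.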
# MT1-MMP act inh = blockers of MT1-MMP proenzyme processing, primary screen, HT1080 RFP-PRO-GFP cells, GFP/RFP fluorescence. hit rate 0.061% among 360,000. GFP/RFP ratio change, % at 20 µM. GFP/RFP ratio fluorescence, overnight; percent of plate control window, DMSO zero. Matrix metalloproteinase-14 (Homo sapiens), P50281. AID 651647, 2012;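 active = GFP/RFP ratio change of at least 30% with cell ATP level not reduced by more than half and red fluorescence within 50% of control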; also: strong numbers were not always called active
#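 Assay system: HT1080 RFP-PRO-GFP cells. Benchmarks: DMSO vehicle wells and RFP-L50D-GFP reporter cell wells. Times: overnight cell settling, then overnight compound exposure, 37 °C, 5% CO2. Compound: 20 µM single dose, 1% DMSO. Read-out basis: GFP/RFP fluorescence ratio.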
# SKN-1 inh = suppressors of acrylamide-induced Pgst-4::GFP reporter in worms, primary screen, SKN-1 inhibitor project, whole organism, uHTS, GFP/RFP fluorescence ratio, strain VP596. C. elegans VP596 Pgst-4::GFP/RFP ratio, 24 h. inhibition, % at 21.8 µM. hit rate 0.49% among 360,000;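 active = interference check ratio from 0.5 to 1.5 plus GFP to RFP signal ratio inhibition reaching or exceeding a fixed threshold, cut at about 30% in these data, passing the limit was not always enough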; also: some compounds called inactive have numbers as strong as hits
# SUMO1-SIM PPI = modulators of SUMO1 protein-protein interactions, primary screen, biochemical, uHTS; Small ubiquitin-related modifier 1 (Homo sapiens), P63165; SUMO1 binding to a labelled peptide, TR-FRET, 1 h; inhibition, % at 20 µM; hit rate 0.33% among 360,000; AID 602429, 2012; in the data active = inhibition above about 37%
# Target sequence (P63165 whole entry, looked up): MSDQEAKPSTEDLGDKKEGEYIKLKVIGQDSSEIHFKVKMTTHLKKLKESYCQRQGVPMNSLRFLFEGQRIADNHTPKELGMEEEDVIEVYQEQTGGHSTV
# NadD inh = inhibitors of S. aureus NadD, primary screen, biochemical, colorimetric, uHTS | Nicotinate-nucleotide adenylyltransferase NadD (Staphylococcus aureus N315) | purified NadD enzyme, colorimetric absorbance read-out | inhibition, % at 20 µM | hit rate 0.78% among 360,000 | AID 602399, 2012; in the data active = inhibition above about 26%; also: some compounds past the cut are filed as inactive
# Rpn11 inh = Rpn11 (PSMD14) deubiquitinase inhibitors, primary screen, biochemical, fluorescence polarization, uHTS. human 26S proteasome, Ub4-pepOG fluorescence polarization; 20S core pre-blocked with epoxomicin. 26S proteasome non-ATPase regulatory subunit 14 (Homo sapiens), O00487. hit rate 0.59% among 360,000. calls only at 20 µM. AID 588493, 2011;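 active = inhibition at 20 µM, scaled to each plate's controls, above about 33%, limit read from the data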
# The depositor's hits bear a star; i = inactive; · = no result given; + = active, no number.
no.	SMILES	LMPTP block	DNMT1 block	STEP inh	NRP1-CendR mod	Scp1 inh
1	Cc1cc(-c2[nH]nc3c2C(c2cccc(O)c2)C(C#N)=C(N)O3)c(C)s1 (configuration not stated)	-1.3	-8	1	5	1
2	Cc1sc2ncnc(N(C)C3CCCCC3)c2c1C	0.8	2	3	4	-3
3	CCN(CC)CCC(c1ccc(N(C)C)cc1)c1c(O)cc(OC)cc1OC (configuration not stated)	-0.8	6	0	0	-2
4	COc1ccc(S(=O)(=O)N2CCC(C(=O)N3CCOCC3)CC2)cc1	0.5	2	-2	0	1
5	CCOc1cc(CN2CCCC(CNC(=O)c3ccc(F)cc3)C2)ccc1OC (configuration not stated)	-2.4	0	2	5	-4
6	CCOc1cc(C(=O)NCC(=O)N2CCC3(CC2)NCCc2[nH]cnc23)cc(OCC)c1OCC	-1.0	0	4	10	-9
7	CSc1ccccc1C(=O)N1CCOCC1	0.0	3	1	20	1
8	CN(C)c1ccc(NC(=O)CN2CCC(N3CCCCC3)CC2)cc1	-3.8	-1	-2	10	-11
9	N#C/C(=C\c1ccc(O)c([N+](=O)[O-])c1)c1nc2ccccc2s1	2.1	4	20	-127	49
10	O=[N+]([O-])c1ccccc1/C=C/CN1CCCCC1CO (configuration not stated)	-0.2	2	0	14	-4
11	COc1ccc(C(=O)Nc2c(-c3ccccc3)nc3ccccn23)c(OC)c1	0.0	0	2	-4	-13
12	CCn1cc(C(=O)N[C@@H](CCSC)C(=O)NCCOC)c(=O)c2cc3c(cc21)OCO3	-1.1	1	-2	2	-5
13	COC(=O)c1ccccc1NC(=O)C1(S(=O)(=O)c2ccc(Cl)cc2)CC1	0.7	0	2	1	82*
14	O=C(Cc1c(F)cccc1Cl)NNC(=O)c1ccccc1Cl	-1.2	2	-2	-7	-5
15	Cc1ccc(S(=O)(=O)c2cc(Nc3ccccc3)ccc2O)cc1	1.9	-23	-1	-9	-6

no.	MT1-MMP act inh	SKN-1 inh	SUMO1-SIM PPI	NadD inh	Rpn11 inh
1	-4	1	0	-3	i
2	-4	5	6	5	i
3	-5	16	6	-6	i
4	1	-4	1	-5	i
5	-1	-3	-4	-8	i
6	-1	-2	-4	-8	i
7	4	-6	4	3	i
8	-2	8	-1	6	i
9	2	-10	3	8	+
10	-2	7	-13	1	i
11	-10	28	-1	-4	i
12	-4	21	2	0	i
13	-1	-11	1	-8	i
14	-4	4	1	3	i
15	2	1	-7	2	i

# (continued)
no.	SMILES	LMPTP block	DNMT1 block	STEP inh	NRP1-CendR mod	Scp1 inh
16	C=CC[C@H](CC(=O)NCCO)C(=O)N[C@H](C)COC(=O)[C@@H](CC=C)Cc1ccc(F)cc1	-0.6	3	4	3	-6
17	CC(C)CN(C(=O)CN(C)C(=O)c1ccco1)c1c(N)n(CC(C)C)c(=O)[nH]c1=O	-0.7	2	0	15	0
18	CSc1nc2nc3c(cc2c(=O)n1-c1ccccc1C)COC(C)(C)C3	-1.3	-4	1	-15	-9
19	CCCN(CCC)CCNS(=O)(=O)c1ccc2c(c1)CCN2C(=O)C1CCC1	-0.5	3	1	-9	0
20	COc1cc(C(=O)Nc2ccc3nc4n(c(=O)c3c2)CCCC4)ccc1Br	-0.5	-1	0	17	-13
21	CC(C)[C@H](NC(=O)Nc1ccccc1F)C(=O)O	-1.9	-2	2	6	-13
22	CC(=O)N1CC(C)Sc2ccc(S(=O)(=O)NCCc3ccccc3)cc21 (configuration not stated)	-0.1	2	-1	10	-3
23	COc1ccccc1C(=O)NNC(=O)C12CC3CC(CC(C3)C1)C2	-1.3	-1	1	4	-3
24	CC(C)C(NS(=O)(=O)c1cccs1)C(=O)N1CCC(C(N)=O)CC1 (configuration not stated)	0.0	7	-1	-35	-1
25	CC(Sc1ccccc1)C(=O)Nc1ccc(S(=O)(=O)N2CCOCC2)cc1 (configuration not stated)	1.1	-1	0	-1	-10
26	CC(=O)Nc1ccc(S(=O)(=O)NCC(=O)OCC(=O)c2cc(C)n(-c3ccc4c(c3)OCO4)c2C)cc1	0.9	-10	0	20	-5
27	Cc1cc(C)c(C(O)c2ncc(-c3cccc(F)c3)[nH]2)c(C)c1 (configuration not stated)	-0.1	4	0	-9	·
28	Cn1c(N)c(C(=O)c2ccc(C#N)cc2)c(=O)n(C)c1=O	-0.1	0	-3	0	-3
29	CCC(=O)Nc1cc(-c2nn(C)c(=O)c3ccccc23)ccc1N1CCCCC1	0.7	-19	1	17	-5
30	CCCCn1c(N)c(N(CCOC)C(=O)C2CC(=O)N(c3ccc(CC)cc3)C2)c(=O)[nH]c1=O (configuration not stated)	-1.0	2	1	-2	1

no.	MT1-MMP act inh	SKN-1 inh	SUMO1-SIM PPI	NadD inh	Rpn11 inh
16	-1	4	5	-3	i
17	4	-9	3	4	i
18	3	-8	-4	1	i
19	5	4	0	7	i
20	4	17	10	1	i
21	6	-7	-2	4	i
22	1	4	-1	1	i
23	-1	-17	4	0	i
24	-8	-1	-4	-3	i
25	-3	-8	0	-6	i
26	2	8	4	6	i
27	2	3	2	2	i
28	5	12	-2	0	i
29	6	-1	-8	4	i
30	-1	33	-3	5	i

# The results go on.
no.	SMILES	LMPTP block	DNMT1 block	STEP inh	NRP1-CendR mod	Scp1 inh
31	COCC(=O)NCCSc1c(C)[nH]c2ccccc12	-0.1	2	-2	-3	2
32	Cc1cc([N+](=O)[O-])nn1CC(=O)NCCCN1CCOCC1	-7.8	-1	-1	8	-8
33	COc1ccccc1CNC(=O)c1[nH]c(C)c(C(C)=O)c1C	-0.4	1	-2	-7	-10
34	O=C(NCC(c1ccco1)N1CCc2ccccc21)C(=O)Nc1ccc(F)cc1F (configuration not stated)	3.8	-3	1	-12	-11
35	O=C(NCCc1cn2ccccc2n1)c1cc(COc2c(F)cccc2F)on1	0.7	3	-3	10	-3
36	COC(=O)C1=C(C)N(C)C(=S)NC1c1ccc(OC)cc1OC (configuration not stated)	-1.3	-1	1	14	-3
37	Cc1c(NC(=O)CSc2ccccc2C(=O)Nc2cccnc2)c(=O)n(-c2ccccc2)n1C	-1.8	3	-2	-5	-2
38	Cc1cccc(/C=C2\Oc3cc(OS(C)(=O)=O)ccc3C2=O)c1	2.2	-2	0	-9	-13
39	Cc1cccc(NC(=O)C(NS(=O)(=O)c2ccc3c(c2)CCC(=O)N3)c2ccccc2)n1 (configuration not stated)	-2.2	-1	0	6	-3
40	CCc1ccc(/C=C/C(=O)c2ccc(N3CCOCC3)cc2)cc1	1.7	-5	15	-5	-9
41	COc1cc(-c2nc(-c3ccccc3)c(-c3cccs3)[nH]2)cc(OC)c1O	2.0	-19	2	-11	-2

no.	MT1-MMP act inh	SKN-1 inh	SUMO1-SIM PPI	NadD inh	Rpn11 inh
31	1	-15	3	-1	i
32	2	11	-10	11	i
33	4	-2	1	-3	i
34	2	-25	0	0	i
35	4	0	0	-3	i
36	-4	9	0	-2	i
37	6	-1	2	-6	i
38	-3	0	-24	1	i
39	4	4	-3	-1	i
40	1	6	-8	3	i
41	12	-6	2	9	i

# In the list so far, these contain an NH in an aromatic ring:
no.	SMILES	LMPTP block	DNMT1 block	STEP inh	NRP1-CendR mod	Scp1 inh
1	Cc1cc(-c2[nH]nc3c2C(c2cccc(O)c2)C(C#N)=C(N)O3)c(C)s1 (configuration not stated)	-1.3	-8	1	5	1
6	CCOc1cc(C(=O)NCC(=O)N2CCC3(CC2)NCCc2[nH]cnc23)cc(OCC)c1OCC	-1.0	0	4	10	-9
17	CC(C)CN(C(=O)CN(C)C(=O)c1ccco1)c1c(N)n(CC(C)C)c(=O)[nH]c1=O	-0.7	2	0	15	0
27	Cc1cc(C)c(C(O)c2ncc(-c3cccc(F)c3)[nH]2)c(C)c1 (configuration not stated)	-0.1	4	0	-9	·
30	CCCCn1c(N)c(N(CCOC)C(=O)C2CC(=O)N(c3ccc(CC)cc3)C2)c(=O)[nH]c1=O (configuration not stated)	-1.0	2	1	-2	1
31	COCC(=O)NCCSc1c(C)[nH]c2ccccc12	-0.1	2	-2	-3	2
33	COc1ccccc1CNC(=O)c1[nH]c(C)c(C(C)=O)c1C	-0.4	1	-2	-7	-10
41	COc1cc(-c2nc(-c3ccccc3)c(-c3cccs3)[nH]2)cc(OC)c1O	2.0	-19	2	-11	-2

no.	MT1-MMP act inh	SKN-1 inh	SUMO1-SIM PPI	NadD inh	Rpn11 inh
1	-4	1	0	-3	i
6	-1	-2	-4	-8	i
17	4	-9	3	4	i
27	2	3	2	2	i
30	-1	33	-3	5	i
31	1	-15	3	-1	i
33	4	-2	1	-3	i
41	12	-6	2	9	i

# Screening results deposited in PubChem by Sanford-Burnham Center for Chemical Genomics.
